# Assay outcomes (PubChem)
# PfM18AAP inh = PfM18AAP inhibitors, malaria aminopeptidase, primary screen, biochemical, QFRET, recombinant enzyme; H-Glu-NHMec fluorogenic cleavage; inhibition, % at 7.35 µM; 1.2% of 290,000 active; AID 1822, 2009;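 active = inhibition above the campaign mean inhibition over all tested compounds plus 3 SD, cut at about 28% in these data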;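 also: 0% = plate median of test compound wells and 100% = 2 mM ZnCl2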
# MEKK3 PB1 HTS = modulators of MEKK3-MEK5 PB1 binding, primary screen, biochemical, wildtype MEKK3, multiplex bead flow cytometry, Alexa488-MEK5; Mitogen-activated protein kinase kinase kinase 3 (Homo sapiens), Q99759; bead-based flow cytometry, Alexa488-MEK5 binding to MEKK3; actives lie on both sides; 0 = blocked by unlabeled MEK5, 100 = vehicle; AID 1529, 2009; 1.4% of 290,000 active; binding response (% of control), % at 10 µM;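 active = binding response more than 3 SD above or below the average of its plate-row segment, actives on both sides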;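 also: Alexa488 bead fluorescence after subtracting the streptavidin-only scavenger bead signal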
# Target sequence (Q99759 whole entry, looked up): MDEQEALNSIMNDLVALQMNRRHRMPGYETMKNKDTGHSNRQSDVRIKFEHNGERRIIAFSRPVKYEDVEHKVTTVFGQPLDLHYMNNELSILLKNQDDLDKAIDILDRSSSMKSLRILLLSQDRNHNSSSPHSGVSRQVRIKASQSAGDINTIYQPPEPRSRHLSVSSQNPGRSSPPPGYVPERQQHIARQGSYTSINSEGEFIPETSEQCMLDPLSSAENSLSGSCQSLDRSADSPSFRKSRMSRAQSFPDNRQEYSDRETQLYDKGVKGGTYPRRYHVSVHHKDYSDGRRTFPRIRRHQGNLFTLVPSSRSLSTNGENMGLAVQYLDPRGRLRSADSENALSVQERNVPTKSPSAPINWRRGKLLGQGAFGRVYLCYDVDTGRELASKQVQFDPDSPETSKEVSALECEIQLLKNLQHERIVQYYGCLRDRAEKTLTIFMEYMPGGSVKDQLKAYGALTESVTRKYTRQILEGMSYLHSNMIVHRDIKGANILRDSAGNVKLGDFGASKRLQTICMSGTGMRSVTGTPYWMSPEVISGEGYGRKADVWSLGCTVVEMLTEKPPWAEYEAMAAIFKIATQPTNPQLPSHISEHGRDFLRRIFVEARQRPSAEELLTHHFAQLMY
# MEKK2 WT-MEK5 = modulators of MEK5 binding to wildtype MEKK2, primary screen, biochemical, multiplex bead flow cytometry, Alexa488-MEK5 | Mitogen-activated protein kinase kinase kinase 2 (Homo sapiens), Q9Y2U5 | Alexa488-MEK5 binding to MEKK2 WT; actives lie on both sides | binding response (% of control), % at 10 µM | 1.1% of 290,000 active | AID 1531, 2009; in the data active = binding response below about 67% or above about 130%
# pCIP destab = p/CIP-EGFP fusion destabilizers, primary screen, fluorescence, F442A cells | 0.01% of 290,000 active | 16 h | Q05BA5 | decrease of EGFP signal, % at 10 µM;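 active = EGFP signal decrease of at least 30% at 10 µM or well 3 SD below plate mean, unless failing retest; inactive = the rest, including hits failing retest or dose response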; also: some compounds called inactive have numbers as strong as hits; many of its hits are not listed in these tables
# NALP1 inh = NALP1 inflammasome inhibitors in reconstituted yeast, colorimetric, S. cerevisiae, triplicate retest; S. cerevisiae NALP1/ASC/caspase-1 growth, X-gal OD620, 72 h; inhibition, % at 10 µM; 0.61% of 280,000 active; AID 2071, 2009; in the data active = inhibition mostly above about 24%, no sharp cut-off; inactive = mostly below about 32%; also: some compounds called inactive have numbers as strong as hits
# MEKK2 mut-MEK5 = MEK5 binding signal on mutant MEKK2 PB1, primary screen, biochemical, multiplex bead flow cytometry, Alexa488-MEK5; Alexa488-MEK5 binding to MEKK2 mutant; percent response, % at 10 µM; 0.35% of 290,000 active; in the data active = percent response above about 24%, passing the limit was not always enough; also: inactives centre near 1; some results filed as inactive read as strong as hits; reference of the scale not given here
# UBC9 SUMO inh = inhibitors of in vitro SUMOylation cascade, primary screen, biochemical, HTRF, uHTS | HTRF SUMOylation assay, SAE1/SAE2 + UBC9 | inhibition, % at 35 µM | 0.36% of 290,000 active; in the data active = inhibition above about 50%, passing the limit was not always enough; also: strong numbers were not always called active
# Target sequence (P63279 whole entry, looked up): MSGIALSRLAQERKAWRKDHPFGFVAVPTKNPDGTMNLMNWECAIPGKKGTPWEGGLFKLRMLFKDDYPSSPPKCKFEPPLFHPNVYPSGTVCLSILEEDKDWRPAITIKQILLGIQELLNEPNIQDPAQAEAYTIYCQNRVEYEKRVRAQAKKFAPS
# IDE cell inh = human IDE inhibitors in live cells, primary screen, fluorescence polarization, HEK cells, FAbetaB substrate. Insulin-degrading enzyme (Homo sapiens), P14735. FAbetaB cleavage. inhibition, % at 5.59 µM. 0.41% of 320,000 active;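 active = percent inhibition above the average of all tested compounds plus 3 SD, set per screening campaign, cut at about 16% in these data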;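 also: IDE supplied by intact live HEK cells; FP after avidin binding of uncleaved biotin substrate so inhibition keeps polarization high; 0% = DMSO wells and 100% = 60 µM reference IDE inhibitor Ii1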
# IDE act = human IDE activators in live cells, primary screen, fluorescence polarization, HEK cells, FAbeta-B substrate; FAbeta-B cleavage; 0% vehicle, 100% cell-free pure enzyme wells; 0.073% of 340,000 active; Insulin-degrading enzyme (Homo sapiens), P14735; activation, % at 5.96 µM;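 active = activation above the mean of all tested compounds plus 3 SD, set per screening campaign, cut at about 17% in these data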
# * hit, by the source's call; . = no result given.
SMILES,PfM18AAP inh,MEKK3 PB1 HTS,MEKK2 WT-MEK5,pCIP destab,NALP1 inh,MEKK2 mut-MEK5,UBC9 SUMO inh,IDE cell inh,IDE act
Cc1ccc(/C=C(\NC(=O)c2ccccc2)C(=O)NCCc2ccccn2)o1,4.1,105.0,98.0,-14.9,10.2,2.0,11.4,-1.9,-3.6
CC(=O)Oc1ccc(C(=O)Nc2cccc3c2CCCC3)cc1,-6.6,103.0,103.0,9.6,-6.7,4.0,9.1,3.0,5.0
Cc1ccccc1-n1cc(CNC(=O)CCc2nnc(CCc3ccccc3)o2)cn1,-5.8,105.0,94.0,-17.4,2.1,-7.0,-2.7,-1.6,-7.6
O=C(CCN1C(=O)/C(=C/c2ccco2)SC1=S)Nc1ccc(C(=O)O)c(O)c1,28.4*,99.0,96.0,-3.5,21.8,-3.0,.,2.4,-1.7
O=C1NN(c2cccc(Br)c2)C(=O)/C1=C\c1ccc(O)cc1,16.7,102.0,101.0,3.9,12.4,3.0,-10.2,9.4,2.3
Cc1oc(-c2ccccc2)cc1C(=O)Nc1cccc(C(=O)O)c1,4.0,100.0,103.0,-8.3,-15.3,4.0,6.5,0.8,-5.6
CC(C)(C)C(=O)Nc1ccc(N=Nc2ccccc2)cc1,-4.5,98.0,88.0,1.6,-6.5,-12.0,-11.9,2.7,5.0
O=C(CS(=O)(=O)c1ccccc1)Nc1cccnc1,-15.3,94.0,100.0,-9.8,-1.3,-6.0,7.7,0.8,7.7
COC(=O)[C@@H]1C[C@@]2(O)[C@H](O)[C@H](O)[C@H](O)C[C@H]2N1CC1CC1,.,105.0,112.0,3.3,.,5.0,12.2,1.4,0.7
N#Cc1ccccc1CSc1nnc(-c2ccncc2)o1,2.2,95.0,100.0,-12.6,14.7,-6.0,10.7,3.6,6.5
COc1cc(Nc2ccc(S(N)(=O)=O)cc2)c([N+](=O)[O-])nc1[N+](=O)[O-],-1.8,103.0,104.0,3.0,19.2,1.0,5.8,1.4,5.0
COc1cc(/C=N/NC(=O)c2c(-c3ccccc3)noc2C)ccc1O,3.8,111.0,110.0,-18.6,.,15.0,-0.7,0.4,1.8
CN(C)c1cccc(N(C)C)c1CNC(=O)C(C)(C)C,1.0,105.0,102.0,-18.0,-10.6,-1.0,5.6,-5.2,.
Fc1ccccc1N1CCN(Cc2cc(-c3ccccc3)on2)CC1,-8.0,100.0,101.0,-8.2,11.2,0.0,14.4,-3.8,8.8
O=C(COc1ccc(Cl)cc1)NCC(=O)N1CCC2(CC1)NCCc1[nH]cnc12,-1.2,102.0,103.0,1.2,6.9,3.0,.,1.1,4.2
COc1cc2c(cc1OC)C1Cc3ccc(OC)c(OC)c3C[N+]1([O-])CC2 (stereo unspecified),.,98.0,104.0,-3.0,-3.9,-2.0,8.8,-0.4,-0.1
O=C(O)[C@H](Cc1ccccc1)NC(=O)C(c1ccccc1)(c1ccccc1)c1ccccc1,2.7,96.0,102.0,-4.7,-3.6,4.0,6.4,1.3,5.6
COc1ccc(F)cc1S(=O)(=O)N1CCCN(S(=O)(=O)c2cc(F)ccc2OC)CC1,1.3,104.0,110.0,-6.7,11.9,5.0,5.6,4.3,4.8
CC(C)COc1ccc(C(=O)N2C(=O)c3ccc(N)cc3C2=O)cc1,7.6,62.0,72.0,10.0,9.6,-41.0,34.4,-0.8,-4.0
O=C(c1ccccc1)N1CCN(S(=O)(=O)c2ccccc2)CC1,-0.5,127.0,116.0,7.2,.,30.0,18.2,4.3,2.8
COc1ccccc1NC=C1C(=O)OC(C)(C)OC1=O,-17.2,102.0,102.0,-12.8,-13.9,1.0,-2.9,1.9,7.0
Brc1ccccc1Cn1cnc2ccccc21,4.6,103.0,102.0,-13.0,5.9,6.0,4.4,1.4,-1.4
O=S(=O)(NC(=NCc1ccccc1)c1ccccc1)c1ccccc1,-4.3,101.0,98.0,-9.6,-12.2,1.0,-15.0,7.0,1.6
COc1ccc(CCNC(=O)COc2ccc(S(=O)(=O)NC(C)C)cc2)cc1OC,0.8,100.0,97.0,-7.3,10.8,-1.0,-6.3,2.9,2.0
CC(O)CSc1nc2c(c(=O)n(C)c(=O)n2C)n1CCCc1ccccc1 (stereo unspecified),.,98.0,97.0,-14.7,-22.1,3.0,-2.7,3.1,5.5
O=c1[nH]c(CN2CCN(S(=O)(=O)c3ccc4ccccc4c3)CC2)nc2ccccc12,4.6,107.0,100.0,3.0,7.5,-1.0,-0.4,-3.9,-7.5
CCn1c(C)nc2cc(C(=O)OCCC(F)(F)F)ccc21,-1.9,92.0,94.0,8.7,4.0,-6.0,23.4,4.0,-1.1
N#Cc1c(N)c(C(=O)c2ccccc2)n2c1CCCC2,6.7,97.0,94.0,3.8,31.5,-4.0,-1.3,-1.6,9.2
CCCc1nn(C)c2c1C(c1cccnc1)C(C#N)=C(N)O2 (stereo unspecified),2.8,106.0,110.0,-2.3,.,7.0,-18.0,2.4,-6.6
CCN(C)c1ccc(/C=N\n2nnnc2N)cc1,3.5,107.0,107.0,8.3,8.4,4.0,1.9,5.3,1.4
CC(C)(C)C1CCC2(CC1)C(C#N)=C(SCC(=O)Nc1ccccc1)NC(=O)C2C#N (stereo unspecified),5.4,96.0,95.0,-7.9,14.7,-11.0,41.9,4.7,5.9
Fc1ccc(COc2cccc3cccnc23)cc1,-5.0,103.0,100.0,0.2,-9.7,4.0,28.6,6.4,.
COc1ccc(-c2cc(CNS(=O)(=O)c3ccc(NC(C)=O)cc3)on2)cc1,-4.3,93.0,90.0,-15.6,2.2,-5.0,-7.0,11.6,-3.9
O=C(CSc1nc2c(sc3ccccc32)c(=O)n1CCCN1CCCC1)NCc1ccccc1,16.0,101.0,113.0,-19.0,-9.7,4.0,3.7,1.1,3.2
Cc1[nH][nH]c(=O)c1C(c1c(C)[nH][nH]c1=O)c1cn(Cc2ccc(F)cc2)c2ccccc12,12.0,98.0,104.0,1.0,35.1,0.0,80.1,0.2,5.5
Clc1ccc(-n2ncc3c(N4CCCC4)ncnc32)cc1,-4.5,80.0,73.0,-4.1,24.1,-2.0,4.8,7.9,3.5
Cn1c(Cl)c(/C=N/OC(=O)c2ccc(Cl)cc2)c2ccccc21,6.7,92.0,95.0,6.2,22.5,-11.0,5.6,-3.8,2.0
O=C(N/N=C/c1cccn1-c1cccc(C(=O)O)c1)Nc1ccccc1,7.3,95.0,92.0,7.8,11.4,-3.0,-2.1,5.0,1.1
COc1cc(NC(=O)CN2CC(c3ccccc3)CC2=O)cc(OC)c1 (stereo unspecified),-1.1,86.0,91.0,-8.0,14.4,-7.0,-16.1,2.8,3.3
CCN(CC(=O)NC(C)C)C(=O)Cc1ccc(C)c(C)c1,-3.3,107.0,103.0,1.5,6.1,-4.0,0.6,2.9,-4.8
O=C(Nc1ccccn1)c1ccc(Br)c(S(=O)(=O)N2CCCCC2)c1,-0.1,103.0,99.0,10.4,18.1,-2.0,1.4,8.0,-6.4
CCCCOc1ccc(C2C(C(=O)c3ccc(C)o3)=C(O)C(=O)N2CC2CCCO2)cc1 (stereo unspecified),2.5,107.0,104.0,-12.3,11.9,2.0,-3.5,6.7,-2.4
COc1ccc(C(=O)Nc2ccc(C(=O)O)cc2NC(=O)c2ccc(OC)cc2)cc1,-4.1,105.0,104.0,-5.1,20.8,2.0,2.8,.,-2.0
CC(=O)c1cccc(N/C=C\C(=O)c2ccc(C)cc2)c1,-0.8,135.0*,105.0,-13.4,21.5,0.0,4.6,8.1,4.6
COC(=O)c1ccc(OCC(O)CNC2CCCC2)cc1 (stereo unspecified),-13.8,105.0,111.0,-7.1,9.6,15.0,22.6,-2.5,4.1
COc1cc(Cl)ccc1OCc1cc(C(=O)NC2CCc3ccccc32)no1 (stereo unspecified),-9.6,96.0,96.0,-2.4,22.1,-2.0,13.6,-1.1,0.0
CCOC(=O)CCC(=O)N1CCOCCOCCN(C(=O)CCC(=O)OCC)CCOCC1,-17.5,102.0,105.0,-4.5,-7.1,3.0,3.3,2.9,-2.4
Cc1cccc(-c2cc(=O)c(C(=O)O)cn2-c2ccc(F)cc2F)c1,.,107.0,110.0,7.6,12.3,4.0,2.9,0.2,6.2

# Complete entries, quoted from the list.
# Results for Cn1c(Cl)c(/C=N/OC(=O)c2ccc(Cl)cc2)c2ccccc21 = PfM18AAP inh = 6.7; MEKK3 PB1 HTS = 92.0; MEKK2 WT-MEK5 = 95.0; pCIP destab = 6.2; NALP1 inh = 22.5; MEKK2 mut-MEK5 = -11.0; UBC9 SUMO inh = 5.6; IDE cell inh = -3.8; IDE act = 2.0
# Results for CC(=O)c1cccc(N/C=C\C(=O)c2ccc(C)cc2)c1 = PfM18AAP inh = -0.8; MEKK3 PB1 HTS = 135.0*; MEKK2 WT-MEK5 = 105.0; pCIP destab = -13.4; NALP1 inh = 21.5; MEKK2 mut-MEK5 = 0.0; UBC9 SUMO inh = 4.6; IDE cell inh = 8.1; IDE act = 4.6

# More compounds follow:
SMILES,PfM18AAP inh,MEKK3 PB1 HTS,MEKK2 WT-MEK5,pCIP destab,NALP1 inh,MEKK2 mut-MEK5,UBC9 SUMO inh,IDE cell inh,IDE act
CN(C)c1ccc(C2Nc3ccccc3C(=O)N2CCN2CCNC2=O)cc1 (stereo unspecified),-3.8,66.0,72.0,7.5,12.5,-16.0,19.7,3.4,5.6
CN(CC1CCCO1)S(=O)(=O)c1ccc(C(=O)Nc2nnc(-c3ccccc3)o2)cc1 (stereo unspecified),-2.0,105.0,107.0,-12.5,1.3,5.0,3.9,3.9,-4.5
O=S(CC(O)COCc1ccc(Cl)cc1)c1ccccn1 (stereo unspecified),0.0,100.0,99.0,0.5,18.2,1.0,13.0,-1.1,-9.8
COc1cccc(C(=O)COC(=O)C(C)N2C(=O)C3C4C=CC(C4)C3C2=O)c1 (stereo unspecified),0.7,98.0,96.0,-14.5,1.1,-3.0,11.7,-2.0,4.2
CCN1C(=O)N[C@@H](c2ccccc2)[C@H](C(=O)OC)[C@H]1C,.,105.0,102.0,.,.,1.0,.,0.2,3.8
CCOc1cc(C)c(C(C)C)cc1S(=O)(=O)n1ccc(C)n1,0.2,105.0,104.0,-3.5,18.5,3.0,10.8,-8.0,-2.4
CCCCCC(=O)Nc1nc(C)c(-c2csc(Nc3ccccc3OCC)n2)s1,-2.9,97.0,99.0,4.8,-34.0,-2.0,24.9,-2.1,4.0
Cc1nnc(N2C(=O)C(=O)/C(=C(\O)c3ccc4c(c3)CC(C)O4)C2c2ccccc2)s1 (stereo unspecified),-2.4,106.0,112.0,-6.4,1.2,10.0,12.4,-4.2,0.5
COc1ccc(/C=N/NC(=O)c2cc3cc(OC)c(OC)cc3[nH]2)cc1,4.5,101.0,103.0,1.8,10.7,1.0,-7.1,1.9,-2.1

# Copied from the list.
# COc1cccc(C(=O)COC(=O)C(C)N2C(=O)C3C4C=CC(C4)C3C2=O)c1 (stereo unspecified) in MEKK3 PB1 HTS shows 98.0
# CN(CC1CCCO1)S(=O)(=O)c1ccc(C(=O)Nc2nnc(-c3ccccc3)o2)cc1 (stereo unspecified) in NALP1 inh shows 1.3

# Not all compounds are listed (hit frequency here may not be typical).
